# Compound activity deposited in PubChem BioAssay by Sanford-Burnham Center for Chemical Genomics.
# TAG inh: reduces triacylglycerol accumulation in H9c2 cells. Nile Red lipid (TAG) fluorescence; cells loaded with 200 µM oleic acid. inhibition, % at 12.5 µM. 230,000 tested, 0.66% active;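 active means pattern-corrected inhibition of lipid staining of at least 50% with the nuclear-stain viability signal not falling by more than 50%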;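 further: 0% = DMSO wells and 100% = triacsin C control wells; some results filed as inactive read as strong as hits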
# TAG inh DAPI viability: also measured in TAG inh; calls as there; DAPI nuclei signal change (viability), lower = more cytotoxic, %;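 whole-well DAPI fluorescence read on a plate reader as a viability signal; minus 50 percent equals half of cells still viable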
# Numbers without * were called inactive. Some of the compounds tested; the hit share may differ from the screen's.
# Every second line gives: TAG inh	TAG inh DAPI viability
- COc1ccc(-c2cc3c(=O)n(CC(=O)NCc4ccc(F)cc4)ncn3n2)cc1
  13.5	-4.1
- CC1CCN(C(=O)CSc2nnc(CNC(=O)COc3ccc(Cl)cc3)o2)CC1
  19.9	2.7
- Cc1ccc2c(c1)NC(=O)C(CC(=O)NCCCN1CCN(c3cc(C)ccc3C)CC1)O2 (stereo not given)
  11.3	-3.6
- CN1/C(=C/C(=O)C2CC2)C(C)(C)c2ccccc21
  5.6	-2.2
- COc1ccc(NC(=O)CN2CCC(NC(=O)C3CCCCC3)CC2)c([N+](=O)[O-])c1
  -13.2	8.1
- Cc1ccc(O)c(NC(=O)c2noc3c2CCCCC3)c1
  -22.1	4.8
- COCCCNC(=O)c1cccc2c(-c3ccnn3C)coc12
  8.7	-2.9
- C=CCC[C@@H](Cc1ccc(F)cc1)C(=O)OC[C@H](C)NC(=O)[C@@H](CC=C)CC(=O)N[C@@H](CO)Cc1ccccc1
  1.6	-3.9
- CNC(=O)Nc1cc(C(F)(F)F)cc(C(F)(F)F)c1
  -1.7	10.0
- Cn1c(N)c(C(=O)Nc2ccccc2F)sc1=S
  -4.5	15.2
- COc1ccccc1C(NC(=O)C1CCN(CCOc2ccc(Cl)cc2)CC1)c1ccccn1 (stereo not given)
  4.7	5.5
- C=CCN(c1cccc(C(F)(F)F)c1)S(=O)(=O)c1cccc(C(=O)OCC(=O)NCCC)c1
  -6.5	-0.9
- C=CCn1c(SCC(=O)C23CC4CC(CC(C4)C2)C3)nc(O)cc1=O
  0.1	4.1
- S=c1[nH]nc(COc2ccc(Cl)cc2)n1Cc1ccco1
  -26.9	7.7
- C/C(=N/NC(=O)c1ccco1)c1ccc(Br)s1
  3.9	-0.6
- NC(=O)c1cccnc1Nc1cccc(F)c1
  -4.9	-1.2
- CCCCN(C(=O)c1ccc(-c2ccc(Cl)cc2)o1)c1c(N)n(CCCC)c(=O)[nH]c1=O
  4.6	-1.2
- COc1ccccc1NC(=O)N1CCN(C)CC1
  -5.1	-0.2
- COc1cc(C(CCN2CCOCC2)c2c(OC)cc(OC)c3c(-c4ccccc4)cc(=O)oc23)cc(OC)c1OC (stereo not given)
  13.9	-5.1
- CCOC(=O)[C@H]1[C@H]2COc3ccc(Cl)cc3[C@@H]2N2C(=O)CNC(=O)[C@@]12C
  -31.1	-8.2
- COc1ccc(/C=C/C(=O)NC(=S)NNC(=O)c2cccs2)cc1OC
  -4.9	2.0
- COC(=O)CNC(=O)c1cn(CC(C)C)c(=O)c2cc(OC)c(OC)cc12
  8.8	-8.5
- O=C(CN(C1CCCCC1)S(=O)(=O)c1ccc(Br)cc1)NCc1ccncc1
  -1.5	-8.6
- COc1cccc(C(NC(C)=O)c2nc(-c3cccnc3)cs2)c1 (stereo not given)
  4.9	5.0
- O=C(CN1CCN(C(=O)c2ccc(-c3nc4ccccc4s3)o2)CC1)Nc1ccc(F)cc1
  4.6	-0.9
- O=[N+]([O-])c1ccc(O)c(/C=N/Nc2ccccc2Cl)c1
  3.3	-1.4
- O=C(CNS(=O)(=O)c1ccc2c(c1)OCCCO2)N1CCN(Cc2ccccc2)CC1
  -23.7	8.1
- COc1ccccc1N1C(=S)NC2CS(=O)(=O)CC21 (stereo not given)
  5.8	-0.5
- O=C(Cc1nc2ccccc2[nH]1)c1ccc(Br)cc1
  -3.9	-3.1
- CCCS(=O)(=O)NC(=O)C1(C)CCN(C(=O)c2ccco2)C1 (stereo not given)
  10.1	-1.1

# Compound profiles, as listed above. Order of values: TAG inh	TAG inh DAPI viability
# Results for COc1cccc(C(NC(C)=O)c2nc(-c3cccnc3)cs2)c1 (stereo not given) → 4.9	5.0
# Results for O=C(CN1CCN(C(=O)c2ccc(-c3nc4ccccc4s3)o2)CC1)Nc1ccc(F)cc1 → 4.6	-0.9
# Results for C=CCn1c(SCC(=O)C23CC4CC(CC(C4)C2)C3)nc(O)cc1=O → 0.1	4.1
# Results for CNC(=O)Nc1cc(C(F)(F)F)cc(C(F)(F)F)c1 → -1.7	10.0

# (list continues)
# Every second line gives: TAG inh	TAG inh DAPI viability
- CC(C)N1CCN(Cc2cccc(-c3ccco3)c2)CC1CCO (stereo not given)
  7.2	10.5
- CCc1nc2ccc(C(=O)Nc3ccc(NC(C)=O)cc3)cn2c1N(C)CCCc1ccccc1
  -0.2	5.8
- COc1cc([N+](=O)[O-])ccc1NC(=O)CN1C(=O)NC2(CCCCC2C)C1=O (stereo not given)
  9.7	-7.1
- COC(=O)C1CCCCN1C(=O)c1ccc2oc(C(C)C)nc2c1 (stereo not given)
  -0.7	-9.6
- O=C(O)CSc1nnc(-c2ccncc2)n1-c1ccc(Cl)cc1
  13.7	-13.4
- CCC(=O)Nc1cc(OC)c(NC(=S)Nc2ccccc2CC)cc1OC
  -10.5	7.4
- COC(=O)COc1cccc(/C=N/NC(=O)CCSc2ccccc2)c1
  -15.7	0.3
- CC1(C(=O)NCc2ccc(Cl)c(Cl)c2)Oc2ccccc2NC1=O (stereo not given)
  2.4	-5.4
- CC1=NCCN1CCNC(=O)Nc1cc(C)cc(C)c1
  -3.3	2.2
- CCc1nc2cc(NC(=O)C3(C)CCCN(C(C)=O)C3)ccc2o1 (stereo not given)
  -7.9	8.6
- CC(C)NC(=O)C1CCN(C2CCN(Cc3nc(C(C)C)cs3)CC2)CC1
  4.6	-2.7
- COc1ccc(N2CCN(C(=O)c3cccn4c(=O)c5ccccc5nc34)CC2)cc1
  3.5	3.2
- COCCNC(=O)c1ccc(CSc2nc3ccccc3s2)cc1
  0.3	-1.3
- O=C1N[C@@H](Cc2ccccc2)COC(=O)[C@H](Cc2ccc(F)cc2)CC/C=C/C[C@@H]1CC(=O)N(CCO)Cc1ccccc1
  18.3	-3.0
- O=C(NCc1ccco1)c1ccccc1F
  5.2	-2.2
- OC(CN1CCN(Cc2ccc3c(c2)OCO3)CC1)c1c[nH]c2ccccc12 (stereo not given)
  -0.3	-13.4
- O=C(NNC(=S)NC(=O)c1ccccc1[N+](=O)[O-])c1ccc(Cl)cc1Cl
  -15.5	16.2
- COc1ccc(NC(=O)c2cc(C3CCCCN3S(=O)(=O)Cc3ccccc3)on2)c(C)c1 (stereo not given)
  3.6	4.3
- Cc1cccc(C(=O)OC(C)C(=O)NCC2CCCCC2)c1O (stereo not given)
  -2.3	-2.7
- COc1ccc([N+](=O)[O-])cc1NCc1ccco1
  -10.2	-4.3
- COc1cc(/C=N/NC(=O)c2ccc3c(c2)OCO3)ccc1O
  0.0	-5.0
- CCN(CC)CCCNC(=O)CSc1nc2c(c(C(F)(F)F)n1)CCc1ccccc1-2
  12.1	13.3
- COC(=O)CNc1nc(Cl)nc(Nc2ccc(Cl)cc2)n1
  -21.0	22.4
- Cc1cc(NC(=O)C(C)SCC(=O)Nc2ccccc2C(C)(C)C)no1 (stereo not given)
  -7.6	-8.5
- O=C(NCc1cccnc1)C(=O)Nc1cc2c3c(c1)CC(=O)N3CCC2
  4.2	4.9
- O=C(Cn1ncc2c(=O)oc3ccccc3c21)NCCN1CCN(c2ccccc2F)CC1
  3.2	-10.8
- CCC(C)NC(=O)CN1C(=O)C(CC)Sc2ccccc21 (stereo not given)
  -9.3	16.7
- O=C(OCC(=O)N1CCOCC1)c1ccc2c(c1)OCCO2
  -12.2	-5.8
- O=C(CN1CCOCC1)N/N=C/c1ccc(-c2ccc(Br)cc2)o1
  1.7	9.0
- COc1cccc(CNC2CCCCCCC2)c1OC
  -4.8	3.1

# Given with each value named: entries from further up.
Cc1cc(NC(=O)C(C)SCC(=O)Nc2ccccc2C(C)(C)C)no1 (stereo not given)
  TAG inh = -7.6 | TAG inh DAPI viability = -8.5
CC(C)N1CCN(Cc2cccc(-c3ccco3)c2)CC1CCO (stereo not given)
  TAG inh = 7.2 | TAG inh DAPI viability = 10.5

# New compounds follow
# Every second line gives: TAG inh	TAG inh DAPI viability
- O=C(Nc1ccc2c(c1)CCC2)c1cc(F)cc(F)c1
  7.4	0.2
- NS(=O)(=O)c1cccnc1Nc1ccc(Cl)c(Cl)c1
  -6.6	6.0
- C[N+]1(CC(=O)OCCCc2ccccc2)CCOCC1
  2.0	6.8
- COc1ccc(C(=O)NCC(=O)OCC(=O)c2ccccc2Br)cc1OC
  6.1	-7.0
- Cc1cc(=O)oc2cc(OCC(=O)N3CCCC(C)C3)ccc12 (stereo not given)
  14.4	-1.5
- O=C(NC1CCCCC1)c1ccc(N2CCOCC2)c([N+](=O)[O-])c1
  2.6	4.3
- Cc1cccc(OCC(=O)N/N=C/c2sc(=O)n(Cc3cccc(C(=O)O)c3)c2Cl)c1
  3.8	-0.7
- O=C(COc1coc(CN2CCN(c3ccccc3F)CC2)cc1=O)NCC1CCCO1 (stereo not given)
  6.3	-6.0
- O=S(=O)(c1ccccc1)N1CCCC1c1cccs1 (stereo not given)
  -3.7	0.8
- C=CCNc1nc(N)c(C(=C(C#N)C#N)c2ccccc2)s1
  -9.5	13.9
- C=C[C@@]1(C)CC(=O)[C@]2(O)[C@@]3(C)[C@@H](O)CCC(C)(C)[C@@H]3[C@H](O)[C@H](OC(C)=O)[C@@]2(C)O1
  -5.3	-9.0
- CCOC(=O)CSc1ccc(-c2nc3cc(C)c(C)cc3[nH]2)cn1
  -9.9	10.2
- CN(C)c1ccc(C=NNc2nc3c([nH]2)c(=O)n(C)c(=O)n3C)cc1
  11.6	-1.5
- Cc1cccc2cc(C#N)c(NCCNS(=O)(=O)c3ccc4c(c3)OCCO4)nc12
  6.8	10.0
- O=C1CN(C(=O)COC(=O)C2CCN(S(=O)(=O)c3ccccc3C(F)(F)F)CC2)c2ccccc2N1
  -15.2	3.8
- O=C(NN1C(=O)c2ccccc2NC1c1ccccn1)c1ccc(Br)cc1 (stereo not given)
  12.7	-7.3
- COc1cc(/C=C/C(=O)OCC(=O)NNC(=O)c2cc(Cl)ccc2OC)ccc1O
  6.6	-11.1
- CC(C)(C)c1ccc(C(=O)NCc2nnc(SCC(=O)NC3CCCCC3)o2)cc1
  -2.3	2.6
- COc1cccc(-c2nc3n(n2)CCc2ccccc2-3)c1
  -6.6	0.9
- CCOC(=O)c1c(O)cc(C)[nH]c1=O
  8.2	2.1
- CC1(C)S[C@@H]2[C@H](NC(=O)[C@H](N)c3ccc(O)cc3)C(=O)N2[C@H]1C(=O)O
  4.2	-2.1
- CCOc1ccccc1OCCCC(=O)NNC(=O)c1nn(C)c(=O)c2ccccc12
  -3.2	5.0
- COc1cc(OC)cc(C(=O)Nc2cccc(-c3ccc(N4CCOCC4)nn3)c2)c1
  14.6	-5.9
- O=C(Nc1cccc(S(=O)(=O)NC2=NCCC2)c1)c1ccc(=O)[nH]c1
  -1.0	0.7
- COCCn1c(CCC(=O)O)ccc1-c1cccs1
  -12.4	18.3
- Cc1cccc(-c2ncc(CN3CCN(C4CCCC4)C(CCO)C3)cn2)c1 (stereo not given)
  19.1	-9.1
- CC(C)c1ccc(Nc2nnc(SCC(=O)Nc3ncc(S(=O)(=O)c4ccc([N+](=O)[O-])cc4)s3)s2)cc1
  5.9	-3.0
- Cc1ccc(C)c(NC(=O)c2ccc3c(c2)N(Cc2ccc(F)cc2)C(=O)CS3=O)c1 (stereo not given)
  5.2	-3.1
- COc1cc(-c2cnc3c(NC=O)cc(-c4ccccc4Cl)cn23)cc(OC)c1OC
  42.9	-29.2
- CCOC(=O)C1=C(C)OC(N)=C(C#N)C1c1cc(OC)c2c(c1)OCO2 (stereo not given)
  -13.8	8.6
- COc1ccc([N+](=O)[O-])cc1NS(=O)(=O)c1cc(C(=O)NCc2cccnc2)ccc1Cl
  -3.7	-3.7
- CCOC(=O)C1CCCN(C(=O)c2cccc3ccccc23)CC1 (stereo not given)
  -6.9	6.0
- CCC(C(=O)O)n1c(C(F)(F)F)nc2ccccc21 (stereo not given)
  5.4	0.0
- CCOC(=O)CN1NC2(CCC(C)CC2)NC1=S (stereo not given)
  -30.9	17.6
- CCOC(=O)C1C(=O)CC(=O)CC1CC(C)SCC (stereo not given)
  -17.0	25.5
- CCCCCNC(=O)c1ccc2c(=O)n(CCCN3CCCC3=O)c(=S)[nH]c2c1
  -5.7	1.5
- CN(C)CCCN(C(=O)c1ccc(S(=O)(=O)N2CCCCC2)cc1)c1nc2cc3c(cc2s1)OCO3
  1.5	26.7
- COc1[nH]c2ccc(F)cc2c1C(=O)OCC1CCN(CCNS(C)(=O)=O)CC1
  13.6	-10.3
- N/C(=N\OC(=O)c1ccc(Cl)cc1)c1[nH]ncc1Br
  13.8	-7.8
- O=C(NCC1CCCO1)c1nn2c(C(F)(F)F)cc(-c3ccco3)nc2c1Cl (stereo not given)
  17.7	-6.8
- Cc1csc(NC(=O)CSc2ccc(-c3ccccn3)nn2)n1
  9.7	-5.8
- S=C(Nc1ccc(Cl)cc1)N1CCN(Cc2ccccc2)CC1
  9.8	-5.3
- CCN(CC)S(=O)(=O)c1ccc(C(=O)N(c2ccc(C)cc2)C2C=CS(=O)(=O)C2)cc1 (stereo not given)
  1.5	-13.6
- O=C(CCS(=O)(=O)c1ccccc1Cl)NCc1ccc(F)cc1
  -10.4	14.1
- COc1cc(OC)cc(C(=O)N/N=C2/SCC(=O)N2Cc2ccco2)c1
  -11.9	0.4
- COc1ccc(S(=O)(=O)N2CCCC2CNC(=O)C(=O)NC2CCCCCC2)cc1 (stereo not given)
  25.8	0.2
- Cc1ccc(C)c(NC(=O)CN(C)C(=O)C2CCN(C(=O)Nc3ccccc3)CC2)c1
  40.7	-3.5
- Cc1ccc(SCc2cc(=O)c3c(=O)n(-c4ccccc4)[nH]c3[nH]2)cc1
  0.3	1.1
- CN(c1ccccc1)S(=O)(=O)c1ccc(Cl)c(C(=O)NC2=NCCS2)c1
  -5.3	-4.6
